SUMO1-SIM PPI – modulators of SUMO1 protein-protein interactions, primary screen, biochemical, uHTS | SUMO1 binding to a labelled peptide, TR-FRET, 1 h | inhibition, % at 20 µM | AID 602429, 2012 | Small ubiquitin-related modifier 1 (Homo sapiens), P63165 | 0.33% of 360,000 active; in the data active = inhibition above about 37%
Target sequence (P63165 whole entry, looked up): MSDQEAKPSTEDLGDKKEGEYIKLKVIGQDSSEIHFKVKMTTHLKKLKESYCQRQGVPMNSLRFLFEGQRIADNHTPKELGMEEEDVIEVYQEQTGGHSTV
NadD block – inhibitors of S. aureus NadD, primary screen, biochemical, colorimetric, uHTS | Nicotinate-nucleotide adenylyltransferase NadD (Staphylococcus aureus N315) | purified NadD enzyme, colorimetric absorbance read-out | inhibition, % at 20 µM | 0.78% of 360,000 active | AID 602399, 2012; in the data active = inhibition above about 26%; also: some compounds past the cut are filed as inactive
LMPTP inh – LMPTP phosphatase inhibitors, primary screen, biochemical, fluorescence intensity, uHTS | Low molecular weight phosphotyrosine protein phosphatase (Homo sapiens), P24666 | recombinant LMPTP-A, OMFP fluorogenic substrate | inhibition, % at 20 µM | 0.22% of 360,000 active;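 active = compounds that cut the enzyme signal by at least half of the control window in the single-dose screen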;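 also: plate controls were DMSO wells with enzyme plus substrate for no effect and substrate without enzyme for full effect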
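Material: LMPTP-A; amount: 0.625 nM enzyme; doses: single 20 µM dose; times: reaction 50 min, room temperature, dark; technique: fluorescence intensity of OMFP turnover product; benchmarks: no-enzyme and uninhibited controls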
TbMetRS inhib – T. brucei MetRS inhibitors, primary screen, biochemical, luminescence | purified T. brucei MetRS, ATP depletion, Kinase-Glo luminescence | inhibition, % at 11.9 µM | 0.4% of 360,000 active | AID 624268, 2012;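 active = inhibition above a per-plate cutoff of the control wells' mean inhibition plus 3 SD, cut at about 5.5% in these data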;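 also: 0% = DMSO wells median and 100% = median of wells with control inhibitor compound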
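assay system = parasite MetRS enzyme | timing = 15 min preincubation, 2 h reaction, all 25 °C | evaluation = percent inhibition relative to median high and low control wells | medium = HEPES buffer containing pyrophosphatase, BSA, spermine, DTT | compound = single dose, 11.9 µM final nominal, 0.9% final DMSO | detection = Kinase-Glo luminescence, ATP depletion format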
CSN inh – inhibitors of CSN-mediated cullin deneddylation, primary screen, biochemical, fluorescence polarization, uHTS. Purified CSN, SCF-Nedd8-OG deneddylation. 0.38% of 360,000 active. inhibition, % at 12.5 µM. COP9 signalosome complex subunit 5 (Homo sapiens), Q92905;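 active = pattern-corrected inhibition above about 35%, with an unprinted fluorescence ratio check between 0.5 and 1.5, limit read from the data, passing the limit was not always enough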;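 also: 0% = enzyme with substrate and 100% = substrate without enzyme; some results filed as inactive read as strong as hits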
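Detection – fluorescence polarization · System – HEK293T-derived human Csn5 enzyme · Controls – substrate-only high control, full reaction low control · Timing – 90 min, room temperature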
DNMT1 block – human DNMT1 methyltransferase inhibitors, primary screen, biochemical, molecular beacon, fluorescence, HinP1I cleavage, uHTS. DNA (cytosine-5)-methyltransferase 1 (Homo sapiens), P26358. inhibition (reported as % activation of signal), % at 10 µM. 0.83% of 360,000 active; in the data active = inhibition above about 50%
Scp-1 inhibitor – Scp-1 phosphatase inhibitors, primary screen, biochemical, colorimetric, uHTS | Recombinant Scp1, phosphopeptide, malachite green phosphate absorbance | inhibition, % at 20 µM | 0.88% of 340,000 active | AID 493091, 2011;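 active = inhibition above about 50% at 20 µM, limit read from the data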;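 also: plate controls were DMSO wells with enzyme for no effect and wells lacking enzyme for full effect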
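Assay system: SCP-1 catalytic fragment, aa 76-261 | Buffer or medium: Tris acetate buffer pH 5.5 with MgCl2 and Tween-20 | Compound: One concentration, 20 µM, with 1.0% DMSO | Also added: Phospho 17-mer peptide substrate | Signal: Absorbance at 630 nm | Incubation: 45 min enzyme reaction at room temperature | Measure: % inhibition of SCP-1 phosphate liberation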
STEP inh – STEP phosphatase inhibitors, primary screen, biochemical, fluorescence intensity, uHTS; Tyrosine-protein phosphatase non-receptor type 5 (Homo sapiens), P54829; recombinant STEP, OMFP fluorogenic substrate; inhibition, % at 20 µM; 0.25% of 360,000 active; AID 588621, 2011;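 active = inhibition at 20 µM, scaled per plate between control wells, above about 37%, limit read from the data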;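 also: 0% = DMSO with enzyme and substrate and 100% = substrate only without enzyme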
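System: STEP (striatal-enriched tyrosine phosphatase) enzyme, cell-free; medium: Bis-Tris pH 6.0 buffer with DTT, detergent; dosing: 20 µM, 1% DMSO; times: reaction 20 min, ambient temperature; detection: fluorescence, 480/540 nm; read-out basis: normalized % inhibition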
Rpn11 block – Rpn11 (PSMD14) deubiquitinase inhibitors, primary screen, biochemical, fluorescence polarization, uHTS; 26S proteasome non-ATPase regulatory subunit 14 (Homo sapiens), O00487; human 26S proteasome, Ub4-pepOG fluorescence polarization; 20S core pre-blocked with epoxomicin; calls only at 20 µM; 0.59% of 360,000 active;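 active = inhibition at 20 µM, scaled to each plate's controls, above about 33%, limit read from the data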
Target sequence (O00487 whole entry, looked up): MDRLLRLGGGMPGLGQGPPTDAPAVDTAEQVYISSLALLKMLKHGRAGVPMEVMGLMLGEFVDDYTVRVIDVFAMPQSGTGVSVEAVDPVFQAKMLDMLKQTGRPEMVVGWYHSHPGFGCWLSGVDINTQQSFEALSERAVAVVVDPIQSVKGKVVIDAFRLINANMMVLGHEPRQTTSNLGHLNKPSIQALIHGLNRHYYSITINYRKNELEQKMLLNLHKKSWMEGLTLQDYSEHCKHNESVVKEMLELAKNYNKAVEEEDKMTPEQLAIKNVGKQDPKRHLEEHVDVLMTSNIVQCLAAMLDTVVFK
MLLE-PAM2 inh – inhibitors of PABP1 MLLE–PAM2 peptide binding, primary screen, biochemical, fluorescence polarization, FITC-PAM2, GST-MLLE. Polyadenylate-binding protein 1 (Homo sapiens), P11940. inhibition, % at 20 µM. 0.36% of 360,000 active; in the data active = inhibition above about 35%, passing the limit was not always enough;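 also: plate controls were DMSO wells with GST-MLLE for no effect and wells lacking GST-MLLE protein for full effect; some results filed as inactive read as strong as hits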
Target sequence (P11940 whole entry, looked up): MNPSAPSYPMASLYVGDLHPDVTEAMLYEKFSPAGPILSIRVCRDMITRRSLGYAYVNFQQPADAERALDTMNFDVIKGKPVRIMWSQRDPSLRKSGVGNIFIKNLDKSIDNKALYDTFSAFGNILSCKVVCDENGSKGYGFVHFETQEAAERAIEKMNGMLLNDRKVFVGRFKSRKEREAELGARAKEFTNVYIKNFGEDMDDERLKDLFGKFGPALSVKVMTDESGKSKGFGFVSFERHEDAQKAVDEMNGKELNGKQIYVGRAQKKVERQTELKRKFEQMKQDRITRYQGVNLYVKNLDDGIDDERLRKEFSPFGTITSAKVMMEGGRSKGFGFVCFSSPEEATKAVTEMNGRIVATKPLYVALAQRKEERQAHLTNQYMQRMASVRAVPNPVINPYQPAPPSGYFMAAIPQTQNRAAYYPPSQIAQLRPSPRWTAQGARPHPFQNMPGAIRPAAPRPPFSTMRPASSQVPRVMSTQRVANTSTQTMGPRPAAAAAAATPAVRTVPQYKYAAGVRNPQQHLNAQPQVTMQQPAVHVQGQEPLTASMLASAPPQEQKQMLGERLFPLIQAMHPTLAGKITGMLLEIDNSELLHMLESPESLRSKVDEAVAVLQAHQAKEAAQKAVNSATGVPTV
Numbers without * were called inactive. Compounds as they come (roughly 3.6% active in at least one column).

CCOc1ccc(-n2cc(C(=O)Nc3cccc(C)n3)c3cc(OC)c(OC)cc3c2=O)cc1 was read as SUMO1-SIM PPI 1, NadD block -2, LMPTP inh 2.3, TbMetRS inhib -1.9, CSN inh 5, DNMT1 block -10, Scp-1 inhibitor 3, STEP inh 0, Rpn11 block inactive and MLLE-PAM2 inh 1.
`CCN(CC)CCN1C(=O)c2ccccc2NC1c1ccc(Br)cc1` (stereo not drawn) gave SUMO1-SIM PPI 2, NadD block -2, LMPTP inh -0.1, TbMetRS inhib -0.5, CSN inh -2, DNMT1 block -2, Scp-1 inhibitor -3, STEP inh -1, Rpn11 block inactive and MLLE-PAM2 inh -2.
Screening COc1cc2c(c(OC)c1OC)-c1ccc(SC)c(=O)cc1C(NC(=O)C(F)(F)F)CC2 (stereo not drawn) returned SUMO1-SIM PPI -24, NadD block 0, LMPTP inh 0.2, TbMetRS inhib -0.4, CSN inh -6, DNMT1 block -4, Scp-1 inhibitor -3, STEP inh 4, Rpn11 block inactive and MLLE-PAM2 inh -10.
CC(=O)Nc1ccc(C(=O)NCC(=O)OCc2ccccc2F)cc1 was read as SUMO1-SIM PPI -1, NadD block -1, LMPTP inh 1.3, TbMetRS inhib 0.2, CSN inh 1, DNMT1 block 1, Scp-1 inhibitor -7, STEP inh 2, Rpn11 block inactive and MLLE-PAM2 inh 2.
For CC1(C)CC(=O)C=C(c2ccc(-c3cnn(Cc4ccccc4)c3)cc2)C1=O the results were SUMO1-SIM PPI -34, NadD block 3, LMPTP inh 2.4, TbMetRS inhib -0.7, CSN inh 2, DNMT1 block -5, STEP inh 3, Rpn11 block inactive and MLLE-PAM2 inh 1.
Screening Cc1ccc(CN(Cc2ccccn2)C(=O)Nc2ccc(C)c(C)c2)cc1 returned SUMO1-SIM PPI 3, NadD block 0, LMPTP inh 1.5, TbMetRS inhib -0.4, CSN inh -1, DNMT1 block -3, Scp-1 inhibitor -5, STEP inh -1, Rpn11 block inactive and MLLE-PAM2 inh -2.
O=C(O)C1(S(=O)(=O)CCC(F)=C(F)F)CC1 was read as SUMO1-SIM PPI -6, NadD block -1, LMPTP inh -1.1, TbMetRS inhib 0.7, CSN inh -13, DNMT1 block 1, Scp-1 inhibitor 98*, STEP inh 0, Rpn11 block inactive and MLLE-PAM2 inh -2.
COc1cccc2c1OCC1COc3c(c(=O)n(C)c(=O)n3C)C21 (stereo not drawn) was read as SUMO1-SIM PPI 2, NadD block -2, LMPTP inh -1.8, TbMetRS inhib -1.2, CSN inh -1, DNMT1 block 4, Scp-1 inhibitor 1, STEP inh -4, Rpn11 block inactive and MLLE-PAM2 inh -1.
Screening CCCc1nc(SCC(=O)Nc2ccc(N3CCOCC3)cc2)c2ccccc2n1 returned SUMO1-SIM PPI -3, NadD block 0, LMPTP inh -2.9, TbMetRS inhib -1.5, CSN inh 1, DNMT1 block 1, Scp-1 inhibitor -2, STEP inh 0, Rpn11 block inactive and MLLE-PAM2 inh 25.
For CCN(CC)S(=O)(=O)c1cccc(NC(=O)c2cc3ccccc3o2)c1 the results were SUMO1-SIM PPI 6, NadD block -3, LMPTP inh 0.6, TbMetRS inhib -0.1, CSN inh 0, DNMT1 block 0, Scp-1 inhibitor -8, STEP inh 1, Rpn11 block inactive and MLLE-PAM2 inh 5.
COc1ccc(-c2nc(CS(=O)CC(=O)NCc3ccc(Cl)cc3)c(C)o2)cc1OC (stereo not drawn) was read as SUMO1-SIM PPI 0, NadD block 9, LMPTP inh -0.8, TbMetRS inhib 0.3, CSN inh 5, DNMT1 block -4, Scp-1 inhibitor -10, STEP inh 2, Rpn11 block inactive and MLLE-PAM2 inh 7.
`NC(N)=NCCCS(=O)(=O)Nc1ccc(Nc2c3ccccc3nc3cc([N+](=O)[O-])ccc23)cc1` gave SUMO1-SIM PPI 26, NadD block -1, LMPTP inh 63*, TbMetRS inhib -0.2, CSN inh -4, DNMT1 block 67*, Scp-1 inhibitor 5, STEP inh 48*, Rpn11 block active and MLLE-PAM2 inh -13.
For COc1ccc(C(=O)Oc2c(C)occc2=O)cc1OC the results were SUMO1-SIM PPI 1, NadD block 0, LMPTP inh -0.6, TbMetRS inhib -1.6, CSN inh 0, DNMT1 block 1, Scp-1 inhibitor -3, STEP inh 0, Rpn11 block inactive and MLLE-PAM2 inh 0.
Screening CCOC(=O)CCNC(C)C1COc2ccccc2O1 (stereo not drawn) returned SUMO1-SIM PPI -2, NadD block -5, LMPTP inh -1.3, TbMetRS inhib -1.5, CSN inh -3, DNMT1 block 4, Scp-1 inhibitor -7, STEP inh -2, Rpn11 block inactive and MLLE-PAM2 inh -6.
CN(C(=O)CC1C(=O)NCCN1CC(c1ccccc1)c1ccccc1)C(C1CC1)C1CC1 (stereo not drawn) was read as SUMO1-SIM PPI 0, NadD block -4, LMPTP inh 3.9, TbMetRS inhib -0.5, CSN inh -6, DNMT1 block -3, Scp-1 inhibitor -4, STEP inh -1, Rpn11 block inactive and MLLE-PAM2 inh 11.
Screening Cn1c(=O)oc2cc(S(=O)(=O)Nc3ccc(F)cc3)ccc21 returned SUMO1-SIM PPI 9, NadD block 1, LMPTP inh 0.2, TbMetRS inhib -0.8, CSN inh -2, DNMT1 block 5, Scp-1 inhibitor -10, STEP inh 7, Rpn11 block inactive and MLLE-PAM2 inh -4.
`CCN(CC(=O)Nc1ccc(NC(C)=O)cc1)C(=O)CSCC(=O)Nc1ccc(C)cc1` gave SUMO1-SIM PPI 1, NadD block -4, LMPTP inh -0.2, TbMetRS inhib -0.2, CSN inh -4, DNMT1 block 1, Scp-1 inhibitor -1, STEP inh 0, Rpn11 block inactive and MLLE-PAM2 inh -20.
Screening COc1ccc(C(CNC(=O)c2ccc(S(=O)(=O)Nc3ccccc3F)cc2)N(C)C)cc1 (stereo not drawn) returned SUMO1-SIM PPI -166, NadD block -8, LMPTP inh -9.6, TbMetRS inhib 0.2, CSN inh 3, DNMT1 block -46, Scp-1 inhibitor -11, STEP inh -4, Rpn11 block inactive and MLLE-PAM2 inh 2.
Screening O=C(NC(=O)c1ccccc1)Nc1ccccc1 returned SUMO1-SIM PPI 1, NadD block -9, LMPTP inh -0.1, TbMetRS inhib -0.5, CSN inh 6, DNMT1 block 0, Scp-1 inhibitor -6, STEP inh -2, Rpn11 block inactive and MLLE-PAM2 inh -10.
`O=C(COC(=O)CNC(=O)C1CCCCC1)Nc1ccccc1` gave SUMO1-SIM PPI -2, NadD block -6, LMPTP inh -2.7, TbMetRS inhib -0.3, CSN inh -1, DNMT1 block 2, Scp-1 inhibitor -1, STEP inh 2, Rpn11 block inactive and MLLE-PAM2 inh -4.
Cc1ccnc(NC(=O)CS(=O)(=O)c2ccccc2)c1 was read as SUMO1-SIM PPI 3, NadD block -1, LMPTP inh -9.6, TbMetRS inhib 0.2, CSN inh 0, DNMT1 block 1, Scp-1 inhibitor -5, STEP inh -3, Rpn11 block inactive and MLLE-PAM2 inh -11.
`COC(=O)CCCn1cc(CN2CC(N3CCN(Cc4ccccc4F)CC3)CS2(=O)=O)nn1` (stereo not drawn) gave SUMO1-SIM PPI 1, NadD block 0, LMPTP inh -1.0, TbMetRS inhib -0.1 and CSN inh -5.
`COc1ccc(Cl)cc1C(=O)NNC(=O)COC(=O)CC(NC(C)=O)c1ccccc1` (stereo not drawn) gave SUMO1-SIM PPI 5, NadD block 1, LMPTP inh 0.4, TbMetRS inhib -0.6, CSN inh -2, DNMT1 block 0, Scp-1 inhibitor -5, STEP inh 0, Rpn11 block inactive and MLLE-PAM2 inh -13.
CCCCn1c(N)c(-c2nc3ccccc3o2)c2c([N+](=O)[O-])nn(CC)c(=O)c21 was read as SUMO1-SIM PPI 1, NadD block 16, LMPTP inh 10, TbMetRS inhib -0.4, CSN inh -2, DNMT1 block 56*, Scp-1 inhibitor 3, STEP inh 7, Rpn11 block inactive and MLLE-PAM2 inh 4.
For COc1ccc(S(=O)(=O)Nc2cc(C(C)C)c(O)cc2C)cc1 the results were SUMO1-SIM PPI -2, NadD block 1, LMPTP inh -0.3, TbMetRS inhib 0.1, CSN inh 3, DNMT1 block -1, Scp-1 inhibitor -5, STEP inh -1, Rpn11 block inactive and MLLE-PAM2 inh 4.
`Nc1nc(CCOc2ccc(F)cc2)cs1` gave SUMO1-SIM PPI -1, NadD block 2, LMPTP inh -0.1, TbMetRS inhib -0.8, CSN inh 6, DNMT1 block 0, Scp-1 inhibitor 6, STEP inh 0, Rpn11 block inactive and MLLE-PAM2 inh 6.
`CSc1nnc(C(C)(C)C)c(=O)n1/N=C/c1c(O)ccc2ccccc12` gave SUMO1-SIM PPI -4, NadD block 5, LMPTP inh -0.7, TbMetRS inhib -0.6, CSN inh -4, DNMT1 block 1, Scp-1 inhibitor -7, STEP inh 3, Rpn11 block inactive and MLLE-PAM2 inh -5.

A portion from the list above:
For COc1ccc(C(=O)Oc2c(C)occc2=O)cc1OC the results were SUMO1-SIM PPI 1, NadD block 0, LMPTP inh -0.6, TbMetRS inhib -1.6, CSN inh 0, DNMT1 block 1, Scp-1 inhibitor -3, STEP inh 0, Rpn11 block inactive and MLLE-PAM2 inh 0.
Screening CCOC(=O)CCNC(C)C1COc2ccccc2O1 (stereo not drawn) returned SUMO1-SIM PPI -2, NadD block -5, LMPTP inh -1.3, TbMetRS inhib -1.5, CSN inh -3, DNMT1 block 4, Scp-1 inhibitor -7, STEP inh -2, Rpn11 block inactive and MLLE-PAM2 inh -6.

Bioassay records deposited in PubChem by several laboratories.
